Bioassay records: PubChem, Southern Research Specialized Biocontainment Screening Center
M. tuberculosis = growth inhibition of non-replicating M. tuberculosis (AID 488890); Mycobacterium tuberculosis non-replicating, growth inhibition; higher % means a stronger effect; inhibition, % at 25 µM, or IC50 in µM where a hit was titrated; actives 0.39% (n = 320,000); in the data active = a potency from the dose series; inconclusive = inhibition mostly from about 82% at the one dose, without a potency; inactive = the rest, 99 in 100 with inhibition below about 76%;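 note: plate controls were DMSO cells for no effect and high antibiotic wells for full effect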
Salmonella PhoP GFP = PhoP regulon inhibitors, Salmonella typhi PhoP promoter GFP reporter, confirmatory (AID 1850); Salmonella Typhi PhoP-promoter GFP reporter, fluorescence, 4 h; higher % means a stronger effect; inhibition, % at 50 µM; hits with a dose series show IC50 in µM; actives 0.33% (n = 310,000); in the data active = a potency from the dose series; inconclusive = inhibition mostly from about 25% at the one dose, without a potency; inactive = the rest, 99 in 100 with inhibition below about 19%;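 note: 0% = induced wells with vehicle and 100% = uninduced wells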
influenza NS1A = H1N1 influenza NS1A inhibitors, functional cell based assay (AID 504329); actives 0.3% (n = 340,000); NS1A functional cell-based assay, percent inhibition; higher % means a stronger effect; inhibition, % at 12.5 µM, or IC50 in µM where a hit was titrated; in the data active = a potency from the dose series; inconclusive = inhibition above about 27% without an active follow-up result; note: strong numbers were not always called active
VEEV TC-83 Vero = inhibitors of VEEV TC-83 cytopathic effect, confirmation, Vero cells (AID 588727); Vero cells, VEEV TC-83 cytopathic effect inhibition; higher % means a stronger effect; inhibition, % at 20 µM; hits with a dose series show IC50 in µM; actives 0.13% (n = 350,000); in the data active = a potency from the dose series; inconclusive = inhibition mostly from about 14% at the one dose, without a potency; inactive = the rest, 99 in 100 with inhibition below about 12%; note: strong numbers were not always called active
H37Rv inhibition = M. tuberculosis growth inhibition, HTS (AID 449762). actives 0.59% (n = 330,000). M. tuberculosis H37Rv growth inhibition, 7H9 media; higher % means a stronger effect. inhibition, % at 25 µM; hits with a dose series show IC50 in µM; in the data active = a potency from the dose series; inconclusive = inhibition above about 70% without an active follow-up result;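 note: bacterial growth assessed after seven days of incubation; strong numbers were not always called active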
VEEV TC-83 Vero 10K pilot screen = also measured in VEEV TC-83 Vero; calls as there; inhibition, %; measured here: 10K pilot screen inhibition
The depositor's hits bear a star.

What do the screens show for `CC1Oc2ccccc2N(CC(=O)c2cccc(Cl)c2)C1=O` (stereo unspecified)?
M. tuberculosis: 46.7%; Salmonella PhoP GFP: 3.9%; influenza NS1A: -4.4%; VEEV TC-83 Vero: 0.9%; H37Rv inhibition: 8.7%

How did c1cc(CCCc2ccncc2)ccn1 do in these assays?
M. tuberculosis: -5.3%; influenza NS1A: -11.5%; VEEV TC-83 Vero: 0.9%; H37Rv inhibition: 3.0%

Results for Cc1nn(Cc2ccc(Cl)cc2)c(C)c1NC(=O)CCCn1nc([N+](=O)[O-])c(Cl)c1C ?
M. tuberculosis: 31.9%; Salmonella PhoP GFP: -6.4%; influenza NS1A: 9.8%; VEEV TC-83 Vero: 8.7%; H37Rv inhibition: -6.6%; VEEV TC-83 Vero 10K pilot screen: 1.5

Results for COC(=O)c1ccccc1NC(=O)NCc1ccc2c(c1)OCO2 ?
M. tuberculosis: -8.0%; Salmonella PhoP GFP: 3.9%; influenza NS1A: -5.8%; VEEV TC-83 Vero: 6.6%; H37Rv inhibition: -6.5%

Results for Cc1c(NC(=S)NC(C)(C)C)c(=O)n(-c2ccccc2)n1C ?
M. tuberculosis: 8.3%; Salmonella PhoP GFP: -0.1%; influenza NS1A: 0.1%; VEEV TC-83 Vero: 0.6%; H37Rv inhibition: 5.4%

How did C/C(=N\NC(=O)c1cccc(N/N=C(\C)c2ccncc2)c1)c1ccncc1 do in these assays?
M. tuberculosis: -6.1%; Salmonella PhoP GFP: -4.4%; influenza NS1A: -1.7%; VEEV TC-83 Vero: 7.5%; H37Rv inhibition: 8.6%

What do the screens show for `COc1cc(OC)c2c(-c3cccc(-c4ccc(C#N)cc4)c3)cc(=O)oc2c1`?
influenza NS1A: -5.3%; VEEV TC-83 Vero: 0.1%

What do the screens show for `CN(C[C@H](Cc1ccccc1)N(C[C@H](Cc1ccccc1)N(CC1(c2ccccc2)CC1)N=O)N=O)N=O`?
M. tuberculosis: 12.6%; Salmonella PhoP GFP: -4.0%; influenza NS1A: 1.8%; VEEV TC-83 Vero: inactive; H37Rv inhibition: 11.2%

Results for CCN(CC1CCCN(CCc2cccc(F)c2)C1)C(=O)c1cc2ccccc2o1 (stereo unspecified) ?
M. tuberculosis: 67.3%; Salmonella PhoP GFP: -3.5%; influenza NS1A: 6.7%; VEEV TC-83 Vero: inactive; H37Rv inhibition: inconclusive

Results for CCNCc1nc2cc(OC)c(OC)cc2c(=O)[nH]1 ?
M. tuberculosis: 13.1%; Salmonella PhoP GFP: -2.6%; influenza NS1A: -32.1%; VEEV TC-83 Vero: 3.8%; H37Rv inhibition: 2.2%

Results for Cc1cc(NC(=O)CCC(=O)N(CC(=O)NC2CCCC2)c2ccc(C(C)C)cc2)no1 ?
M. tuberculosis: 12.3%; Salmonella PhoP GFP: -9.2%; influenza NS1A: -5.1%; VEEV TC-83 Vero: inactive; H37Rv inhibition: 10.0%

What do the screens show for `CCN1C(=O)c2cccc3c(S(=O)(=O)Nc4nc(C)cs4)ccc1c23`?
M. tuberculosis: 16.2%; Salmonella PhoP GFP: -0.5%; influenza NS1A: 5.5%; VEEV TC-83 Vero: 8.2%; H37Rv inhibition: -4.7%

Structures listed so far with a Cl atom:
What do the screens show for `CC1Oc2ccccc2N(CC(=O)c2cccc(Cl)c2)C1=O` (stereo unspecified)?
M. tuberculosis: 46.7%; Salmonella PhoP GFP: 3.9%; influenza NS1A: -4.4%; VEEV TC-83 Vero: 0.9%; H37Rv inhibition: 8.7%

Results for Cc1nn(Cc2ccc(Cl)cc2)c(C)c1NC(=O)CCCn1nc([N+](=O)[O-])c(Cl)c1C ?
M. tuberculosis: 31.9%; Salmonella PhoP GFP: -6.4%; influenza NS1A: 9.8%; VEEV TC-83 Vero: 8.7%; H37Rv inhibition: -6.6%; VEEV TC-83 Vero 10K pilot screen: 1.5

The listing continues.
How did Oc1cc2ccccc2nc1-c1ccccc1Cl do in these assays?
M. tuberculosis: -7.9%; Salmonella PhoP GFP: -12.1%; influenza NS1A: 27.2%; VEEV TC-83 Vero: 0.9%; H37Rv inhibition: 10.4%

How did Cc1ccc2[nH]c(C(=O)O)c(-c3ccccc3)c2c1 do in these assays?
M. tuberculosis: 51.2%; Salmonella PhoP GFP: -2.1%; influenza NS1A: 1.6%; VEEV TC-83 Vero: inactive; H37Rv inhibition: 6.6%

How did COc1cccc(CNC(=O)CCS(=O)(=O)c2ccc3c(c2)NC(=O)CO3)c1 do in these assays?
M. tuberculosis: 12.1%; Salmonella PhoP GFP: -31.9%; influenza NS1A: -10.5%; VEEV TC-83 Vero: 0.6%; H37Rv inhibition: 8.3%

How did COCCn1nnnc1C(c1ccccc1Cl)N1CCN(c2ccccc2OC)CC1 (stereo unspecified) do in these assays?
Salmonella PhoP GFP: 1.4%; influenza NS1A: -6.4%; VEEV TC-83 Vero: 0.3%

How did CC(C)(C)OC(=O)CN1C(=O)C(Sc2n[nH]c(-c3ccccc3)n2)CCc2ccccc21 (stereo unspecified) do in these assays?
M. tuberculosis: 9.8%; Salmonella PhoP GFP: -7.7%; influenza NS1A: -3.8%; VEEV TC-83 Vero: 5.6%; H37Rv inhibition: -7.8%

How did CSc1cccc(CN2CCN(Cc3ccccc3)C(CCO)C2)c1 (stereo unspecified) do in these assays?
M. tuberculosis: 1.7%; Salmonella PhoP GFP: -4.2%; influenza NS1A: 1.2%; VEEV TC-83 Vero: inactive; H37Rv inhibition: 9.4%

How did O=C1c2cc(Cl)ccc2OC2(CCNCC2)C12CC(c1ccc(Cl)cc1)=NO2 (stereo unspecified) do in these assays?
M. tuberculosis: 23.6%; Salmonella PhoP GFP: -3.1%; influenza NS1A: 10.0%; VEEV TC-83 Vero: 4.5%; H37Rv inhibition: 13.1%

How did NC(=O)C1CN(C(=O)c2nn(Cc3ccccc3)c(=O)c3ccccc23)c2ccccc2O1 (stereo unspecified) do in these assays?
influenza NS1A: -4.1%; VEEV TC-83 Vero: 7.3%

Results for O=C(Nc1cccnc1)c1cc(-c2ccc3c(c2)OCO3)on1 ?
M. tuberculosis: 35.7%; Salmonella PhoP GFP: 3.9%; influenza NS1A: 21.4%; VEEV TC-83 Vero: 3.9%; H37Rv inhibition: 8.1%

Results for Cn1cccc1C(=O)OCC(=O)NNC(=O)c1ccc([N+](=O)[O-])cc1 ?
M. tuberculosis: 13.6%; influenza NS1A: 8.3%; VEEV TC-83 Vero: 2.0%; H37Rv inhibition: 13.5%

Results for CC(C)OC(=O)c1cccc(C(=O)Nc2cccc(NC(=O)c3cccc(C(=O)OC(C)C)n3)n2)n1 ?
M. tuberculosis: -13.3%; Salmonella PhoP GFP: 2.5%; influenza NS1A: 14.8%; VEEV TC-83 Vero: 6.9%; H37Rv inhibition: 13.7%

How did CSc1nc2ccccc2nc1N(C)S(=O)(=O)c1ccc(C)cc1 do in these assays?
M. tuberculosis: 8.4%; Salmonella PhoP GFP: 16.3%; influenza NS1A: -6.8%; VEEV TC-83 Vero: inactive; H37Rv inhibition: 0.5%

Reprinted at random: 2 compounds from above
How did CSc1cccc(CN2CCN(Cc3ccccc3)C(CCO)C2)c1 (stereo unspecified) do in these assays?
M. tuberculosis: 1.7%; Salmonella PhoP GFP: -4.2%; influenza NS1A: 1.2%; VEEV TC-83 Vero: inactive; H37Rv inhibition: 9.4%

What do the screens show for `CC1Oc2ccccc2N(CC(=O)c2cccc(Cl)c2)C1=O` (stereo unspecified)?
M. tuberculosis: 46.7%; Salmonella PhoP GFP: 3.9%; influenza NS1A: -4.4%; VEEV TC-83 Vero: 0.9%; H37Rv inhibition: 8.7%

Next part
How did COC(C(=O)Nc1ccc(S(=O)(=O)N2CCCCC2)cc1)c1ccccc1 (stereo unspecified) do in these assays?
M. tuberculosis: 4.8%; Salmonella PhoP GFP: -1.6%; influenza NS1A: 3.8%; VEEV TC-83 Vero: 0.4%; H37Rv inhibition: -5.4%

What do the screens show for `O=C(CSc1nnc(-c2ccccn2)n1Cc1ccccc1)N1CCCC1`?
M. tuberculosis: -7.1%; Salmonella PhoP GFP: -4.0%; influenza NS1A: -0.6%; VEEV TC-83 Vero: 0.0%; H37Rv inhibition: -4.3%

What do the screens show for `COCCCNC(=O)C1=CCN(S(=O)(=O)c2ccc(C)cc2)CC1`?
M. tuberculosis: -2.0%; Salmonella PhoP GFP: 3.7%; influenza NS1A: 4.3%; VEEV TC-83 Vero: inactive; H37Rv inhibition: 5.3%

How did CN(CC(=O)Nc1ccc(Cl)c(Cl)c1)C(=O)C12CC3CC(CC(C3)C1)C2 do in these assays?
M. tuberculosis: -0.5%; Salmonella PhoP GFP: -8.4%; influenza NS1A: -68.1%; VEEV TC-83 Vero: 3.0%; H37Rv inhibition: 3.0%

What do the screens show for `CC(C)(C)C(=O)C1=C(O)C(=O)N(Cc2ccccc2)C1c1ccccc1F` (stereo unspecified)?
M. tuberculosis: 51.0%; Salmonella PhoP GFP: 3.4%; influenza NS1A: -2.1%; VEEV TC-83 Vero: 1.1%; H37Rv inhibition: -1.5%

Results for CC1=C(C(=O)Nc2ccccn2)C(c2ccc(F)cc2)n2ncnc2N1 (stereo unspecified) ?
M. tuberculosis: -14.0%; Salmonella PhoP GFP: -4.7%; influenza NS1A: -9.0%; VEEV TC-83 Vero: inactive; H37Rv inhibition: -2.7%

What do the screens show for `NC(=O)c1nsc(C(=O)N(Cc2ccco2)C(C(=O)NCc2ccc(F)cc2)c2ccc(O)cc2)c1N` (stereo unspecified)?
M. tuberculosis: 10.9%; Salmonella PhoP GFP: 13.1%; influenza NS1A: 7.4%; VEEV TC-83 Vero: 6.9%; H37Rv inhibition: 2.9%

What do the screens show for `COc1cc(OC)nc(NC(=O)CS(=O)(=O)c2ccccc2)n1`?
M. tuberculosis: 3.8%; Salmonella PhoP GFP: -0.3%; influenza NS1A: -16.0%; VEEV TC-83 Vero: 4.2%; H37Rv inhibition: -1.1%

Results for COc1ccc(CCNC(=O)c2c(O)c3cccc4c3n(c2=O)CC4)cc1OC ?
M. tuberculosis: 7.9%; Salmonella PhoP GFP: 8.0%; influenza NS1A: 2.5%; VEEV TC-83 Vero: 7.3%; H37Rv inhibition: 3.9%

What do the screens show for `CCOc1ccc2nc(SCc3ccc(CC(=O)O)cc3)c(C#N)cc2c1`?
M. tuberculosis: 4.8%; Salmonella PhoP GFP: -1.4%; influenza NS1A: -7.3%; VEEV TC-83 Vero: 1.6%; H37Rv inhibition: 2.4%

What do the screens show for `CC(=O)OCC1OC(OC2C[C@]3(C)C(CC(O)C4C([C@](C)(CCC=C(C)C)OC5OC(CO)C(O)C(O)C5O)CC[C@]43C)[C@@]3(C)CCC(O)C(C)(C)C23)C(O[C@@H]2OC(C)C(O)C(O)C2O)C(O)C1O` (stereo partly specified)?
M. tuberculosis: -10.0%; influenza NS1A: -12.4%; VEEV TC-83 Vero: 1.7%; H37Rv inhibition: 6.1%

How did CCCCn1c(=O)[nH]c(=O)c2c1nc(-c1ccccc1OC(F)F)n2C do in these assays?
M. tuberculosis: 13.2%; Salmonella PhoP GFP: 2.9%; influenza NS1A: -2.5%; VEEV TC-83 Vero: 2.2%; H37Rv inhibition: 4.0%

How did CCOC(=O)N1CCC(N(CCN(C)C)C(=S)Nc2cccc(Cl)c2C)CC1 do in these assays?
M. tuberculosis: 10.7%; Salmonella PhoP GFP: 0.0%; influenza NS1A: -3.0%; VEEV TC-83 Vero: inactive; H37Rv inhibition: 3.8%

What do the screens show for `Cc1ccc(C(=O)NCC(c2cccs2)N(C)C)cc1S(=O)(=O)N1CCOCC1` (stereo unspecified)?
M. tuberculosis: 20.5%; influenza NS1A: -6.2%; VEEV TC-83 Vero: 3.2%; H37Rv inhibition: 1.0%

Results for Fc1ccc(-c2csc3nnc(SCc4cccnc4)n23)cc1 ?
M. tuberculosis: -8.3%; Salmonella PhoP GFP: -2.2%; influenza NS1A: 0.7%; VEEV TC-83 Vero: 2.6%; H37Rv inhibition: -4.0%

Results for Cc1sc2ncnc(N3CCC(C(=O)Nc4ccccc4C(C)(C)C)CC3)c2c1C ?
M. tuberculosis: 21.8%; Salmonella PhoP GFP: 0.0%; influenza NS1A: -4.9%; VEEV TC-83 Vero: 9.5%; H37Rv inhibition: 42.5%

Structures listed so far containing a furan ring, fused or not, in the order listed:
Results for CCN(CC1CCCN(CCc2cccc(F)c2)C1)C(=O)c1cc2ccccc2o1 (stereo unspecified) ?
M. tuberculosis: 67.3%; Salmonella PhoP GFP: -3.5%; influenza NS1A: 6.7%; VEEV TC-83 Vero: inactive; H37Rv inhibition: inconclusive

What do the screens show for `NC(=O)c1nsc(C(=O)N(Cc2ccco2)C(C(=O)NCc2ccc(F)cc2)c2ccc(O)cc2)c1N` (stereo unspecified)?
M. tuberculosis: 10.9%; Salmonella PhoP GFP: 13.1%; influenza NS1A: 7.4%; VEEV TC-83 Vero: 6.9%; H37Rv inhibition: 2.9%
